A549 viability – counter-screen for Nrf2 inhibitors: cytotoxicity in A549 cells | Potency, µM (top dose mostly 46 µM), for inactives: at the top dose activity change, negative = cytotoxicity, usual class: inhibitors | A549 ARE-Fluc cells, CellTiter-Fluor viability, 18-24 h | actives 0.16% (n = 390,000); further: potency means the concentration at half of the fitted maximal effect; on the % scale 0 is the no-effect control and ±100 the full control effect
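Cytotoxicity counterscreen: CellTiter-Fluor fluorescence was measured in A549 ARE_Fluc cells after 18-24 h of compound exposure in a concentration series. The subsequent BugLite luminescent read reports ARE-luciferase activity.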
MCF10A rereplic – DNA re-replication induction in MCF 10a cells; Potency, µM (series often up to 46.1 µM), for inactives: top-dose activity, positive = re-replication, usual class: activators; actives 2.9% (n = 350,000); MCF 10A DNA re-replication, Hoechst nuclear intensity, 48 h; further: potency means the concentration at half of the fitted maximal effect; % of control where 0% means no effect; nearly all actives have a fitted effect of over 50% in size
IL1B secr inh – inflammasome signaling inhibition, IL-1 beta readout. THP-1 LPS/ATP IL-1B secretion, AlphaLISA, 16 h; stronger effect = lower value. activity change, % at 57.5 µM. actives 4.7% (n = 360,000). AID 743279; in the data active means activity change below about -50%; inconclusive means mostly about -30% to -49%; further: on the % scale 0 is the no-effect control and ±100 the full control effect
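Secreted IL-1B measured by AlphaLISA bead assay after 16 h compound exposure of THP-1 cells; compounds (final up to 57.5 uM) added 1 h before LPS (250 ng/mL) and ATP (1.25 mM) stimulation; lower signal means less secretion.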
ATXN2 expr inh – inhibitors of ATXN2 expression | Potency, µM (doses to about 57 µM), without a hit: at the top dose activity change, negative = inhibition, most hits filed as inhibitors | HEK-293 ATXN2-luciferase reporter, luminescence, 24 h | AID 1745845 | actives 0.72% (n = 360,000); further: potency means the concentration at half of the fitted maximal effect; on the % scale 0 is the no-effect control and ±100 the full control effect; nearly all actives have a fitted effect of over 55% in size
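qHTS (up to 57 uM final) was run with 24 h compound exposure of reporter cells at 37 °C. Each well was multiplexed: SteadyGlo luminescence measured ATXN2-luciferase expression after a fluorogenic Gly-Phe-AFC viability readout (25 uM final).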
Nrf2 block – Nrf2 pathway inhibition; AID 504444; Potency, µM (top dose mostly 46 µM), inactives show at the highest dose activity change, negative = inhibition, actives largely listed as inhibitors; A549 ARE-Fluc reporter, luciferase luminescence, 18-24 h; actives 2.1% (n = 360,000); further: potency means the concentration at half of the fitted maximal effect; on the % scale 0 is the no-effect control and ±100 the full control effect; nearly all actives have a fitted effect of over 60% in size
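In this cell-based qHTS, ARE-driven firefly luciferase in A549 cells reports Nrf2 activity; the luminescent signal after BugLite lysis is the measured value, with a prior CellTiter-Fluor read for cell health.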
HepG2 viability – kills HepG2 cells in TGF-b inhibitor counter-screen; HepG2 CAGA-GFP viability, ATP luminescence, 18 h; Potency, µM (doses to about 46.1 µM), inactives show at the highest dose activity change, negative = cytotoxicity, hits mostly cytotoxic; actives 0.76% (n = 410,000); AID 588856; further: potency means the concentration at half of the fitted maximal effect; some results filed as inactive show a strong effect at the top dose
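CellTiter-Glo luminescence gave cytotoxicity after 18 hours at 37 degrees C. The cells were HepG2 CAGA-GFP in 1% FBS DMEM, stimulated with 500 pg/mL TGF-beta after compound addition. %Activity was normalised to no-cell wells (complete cell-killing) and DMSO (no toxicity), and curves were fitted and classified.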
Nrf2 activator – activators of Nrf2 (ARE) signaling. AREc32 ARE-luciferase reporter (MCF7-derived line), luminescence, 24 h. Potency, µM (doses to about 46.1 µM), inactives show top-dose activation, hits mostly activators. actives 0.31% (n = 410,000). AID 624171; further: potency means the concentration at half of the fitted maximal effect; % of control where 0% means no effect; nearly all actives have a fitted effect of over 65% in size
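Steps: seed AREc32_Fluc cells (1000/well, 5% FBS OPTI-MEM); incubate overnight at 37 deg C; add 23 nL compound; incubate 24 hr; add Steady-Glo; hold 30 min RT; read luminescence.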
S2 tox – reduces viability in counter-screen for ATXN expression inhibitors; S2 cells (HEK-293 line with an ATXN2-luciferase reporter) viability, CellTiter-Fluor protease fluorescence, 24 h; Potency, µM (top dose mostly 56.7 µM), hits mostly cytotoxic; actives 0.49% (n = 400,000); further: potency means the concentration at half of the fitted maximal effect; nearly all actives have a fitted effect of over 40% in size
TGFb inhibitor – inhibitors of TGF-b signaling | actives 1.2% (n = 410,000) | Potency, µM (top dose mostly 46.1 µM), for the others: at the highest dose activity, negative = inhibition, actives largely listed as inhibitors | AID 588855 | HepG2 CAGA-GFP TGF-b/SMAD3 reporter, GFP fluorescence, 18 h; TGF-beta stimulated, 500 pg/mL final; further: potency means the concentration at half of the fitted maximal effect; on the % scale 0 is the no-effect control and ±100 the full control effect; nearly all actives have a fitted effect of over 65% in size
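Inhibition of TGF-beta-driven CAGA-GFP reporter expression in HEPG2 cells is measured by cellular GFP fluorescence after 18 h stimulation with 500 pg/mL recombinant TGF-beta in 1% FBS medium at 37 degrees C.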
* = called active by the depositor; i = inactive; ? = inconclusive; nt = not tested or not shown; & = joins results of further samples. Unless noted, the call rests on the fitted dose curve; in most records, active means well fitted curve in the direction sought with a large enough effect; inconclusive means small, poorly fitted or top-dose-only effect, or another doubt; inactive means no such curve, though single readings can be large; an effect the other way counts as inactive or inconclusive.

SMILES | A549 viability | MCF10A rereplic | IL1B secr inh | ATXN2 expr inh | Nrf2 block | HepG2 viability | Nrf2 activator | S2 tox | TGFb inhibitor
O=C(C1CCC1)N1CCc2cc(S(=O)(=O)NC3CCCc4ccccc43)ccc21 (stereo unspecified) | -1.5% | -4.9% | 5.6 | 0.6% | -8.2% | -0.3% | 0.3% | i | 28.1%
Nc1nc(Nc2ccccc2F)nc(N2CCCC2)c1[N+](=O)[O-] | -10.9% | ? | 16.2 | 11.9% | ? | -5.3% | 7.8% | i | 1.0%
CCC(C(=O)Nc1ccncc1)c1ccccc1 (stereo unspecified) | -1.6% | 28.0% | 47.2 | 29.3% | ? | -25.5% | 0.1% | i | -32.1%
CC(C)(C)c1nc2scc(-c3ccc(Cl)cc3)c2c(=O)o1 | -2.2% | -2.5% | ? | -12.2% | -5.6% | -2.2% | 0.3% | i | 3.0%
COc1ccc(Br)cc1CN(C)C(=O)C1CC(=O)N(C2CCCC2)C1 (stereo unspecified) | -6.8% | 1.0% | -16.8 | 9.3% | ? | 2.8% | -0.7% | i | 14.0%
C=CC[C@H](CC(=O)OC(C)(C)C)C(=O)OC[C@@H]1CCCN1C(=O)[C@@H](CC=C)CC(=O)N[C@H](CO)Cc1ccccc1 | -12.7% | 24.3% | -0.8 | -18.4% | -8.2% | -30.0% | 1.2% | ? | -16.3%
O=C(NCc1ccccn1)C1CCC(=O)N(Cc2ccc(Cl)cc2)C1 (stereo unspecified) | 3.8% | 15.3% | 7.3 | 5.0% | 5.4% | 6.1% | 0.7% | i | 4.7%
Cn1c(NC(=O)c2ccc(S(=O)(=O)N3CCCCC3)cc2)cc(=O)n(C)c1=O | 12.0% | 1.0% | 2.2 | -0.3% | -2.2% | -4.2% | 2.1% | i | 5.3%
COc1ccc(CCNc2nc(C)cc(=O)[nH]2)cc1OC | 18.7% | ? | 26.7 | 3.5% | -9.4% | 0.5% | -0.5% | i | -5.7%
O=C(O)C(CCCCN1C(=O)c2ccccc2C1=O)N1C(=O)c2ccccc2C1=O (stereo unspecified) | -5.6% | -5.7% | 20.9 | 5.2% | -0.1% | 3.0% | -0.1% | i | 20.9%
COc1ccc(OC)c(NC(=O)CCN2CCN(Cc3ccccc3)CC2)c1 | 2.9% | -1.8% | -24.7 | -3.9% | -8.3% | -16.5% | 0.0% | i | 0.8%
CCOc1ccc(OCC(=O)OCC(=O)N2CCN(S(=O)(=O)c3ccc(C)cc3C)CC2)cc1 | -0.4% | 3.5% | -0.4 | 7.4% | 1.0% | -15.7% | -1.1% | i | 6.3%
CC(Nc1cccc(F)c1)C(=O)Nc1ccc(S(N)(=O)=O)cc1 (stereo unspecified) | -3.4% | 0.4% | -2.8 | -18.9% | -4.0% | -0.8% | -0.3% | i | 1.8%
Fc1ccc2c(c1)C1OCCCC1C(c1ccccc1)N2 (stereo unspecified) | -14.9% | 6.51µM* | 5.1 | -15.6% | ? | -0.1% | -1.1% | i | -23.0%
O=C(Oc1cccc2cccnc12)c1cccc(-n2cnnn2)c1 | -3.6% | -2.2% | 0.9 | -6.6% | ? | -24.0% | 0.4% | i | -10.0%
CC1(C(=O)NS(=O)(=O)c2ccccc2)CCN1C(=O)Cc1ccccc1Cl (stereo unspecified) | nt | nt | -0.9 | 9.9% | nt | -1.1% | 0.2% | i | 6.8%
CC(=O)NC(Cc1c[nH]c2ccccc12)C(=O)O (stereo unspecified) | 7.4% | 5.8% | 35.0 | 9.2% | 6.9% | 3.8% | -0.7% | i | 12.5%
COc1ccc(C2CCCN2C(=O)c2cccs2)cc1 (stereo unspecified) | -3.9% | -9.6% | 10.4 | -4.1% | ? | -2.0% | 0.5% | ? | -1.8%
CCOc1cc(C2C(C(=O)OC(C)C)=C(C)NC3=C2C(=O)CCC3)cc([N+](=O)[O-])c1O (stereo unspecified) | -2.0% | -5.4% | 3.2 | 2.1% | 22.0% | 7.2% | 2.0% | i | 9.6%
COc1ccccc1-c1nnc(NC(=O)CCS(=O)(=O)c2ccc(F)cc2)o1 | nt | nt | -24.2 | nt | nt | -40.8% | 22.4µM* | ? | ?
CCN(CC(F)(F)C(F)F)S(=O)(=O)c1ccc(NC(=O)OC)cc1 | 1.4% | 6.9% | 18.5 | 0.2% | -15.8% | 2.9% | 0.1% | i | 4.9%
O=S(Cc1ccccc1)Cc1ccccc1 | 1.4% | -1.9% | 8.3 | 6.0% | 5.2% | 10.8% | -0.2% | i | 4.3%
O=C1CSC(c2ccccc2Br)N1c1ccc(Cl)cn1 (stereo unspecified) | 8.4% | 17.6% | 2.1 | 9.7% | -7.7% | -2.3% | 0.0% | i | ?
CC(C)c1ccc(S(=O)(=O)/N=C2\C=C(NS(=O)(=O)c3ccccc3)C(=O)c3ccccc32)cc1 | -5.4% | ? | 22.4 | -5.4% | ? | -45.6% | 10.9% | ? | ?

Two records picked at random from those above, as already listed:
SMILES | A549 viability | MCF10A rereplic | IL1B secr inh | ATXN2 expr inh | Nrf2 block | HepG2 viability | Nrf2 activator | S2 tox | TGFb inhibitor
CC(=O)NC(Cc1c[nH]c2ccccc12)C(=O)O (stereo unspecified) | 7.4% | 5.8% | 35.0 | 9.2% | 6.9% | 3.8% | -0.7% | i | 12.5%
CC(C)c1ccc(S(=O)(=O)/N=C2\C=C(NS(=O)(=O)c3ccccc3)C(=O)c3ccccc32)cc1 | -5.4% | ? | 22.4 | -5.4% | ? | -45.6% | 10.9% | ? | ?

(list continues)
SMILES | A549 viability | MCF10A rereplic | IL1B secr inh | ATXN2 expr inh | Nrf2 block | HepG2 viability | Nrf2 activator | S2 tox | TGFb inhibitor
CCOc1ccc(CCNC(=O)CCC(=O)N2CCOc3ccccc32)cc1OCC | -1.1% | 3.6% | -6.6 | 1.0% | 1.9% | -13.1% | 0.5% | i | -17.3%
CCOc1ccc(-c2c(C(=O)N/N=C/C3CCCCC3)nnn2-c2nonc2N)cc1 | 1.8% | -5.8% | 4.9 | -4.7% | 4.2% | 0.5% | -0.7% | i | -3.3%
Cc1cc(C)n2c(-c3ccccc3Cl)nnc2n1 | -8.3% | -9.4% | -8.1 | -5.6% | 7.4% | -0.1% | 0.8% | ? | -8.5%
O=C(CC1SCCNC1=O)Nc1cccc([N+](=O)[O-])c1 (stereo unspecified) | 3.0% | -2.9% | -1.4 | -13.7% | -9.4% | 7.2% | 2.9% | i | 0.0%
COc1ccc(N(CC(=O)N2CCN(c3ccc(F)cc3)CC2)S(=O)(=O)c2c(C)n[nH]c2C)cc1 | 0.3%&2.5% | -0.4% | -1.0 | -16.9%&-28.1% | -15.8%&1.6% | -15.6%&-28.2% | -0.1%&1.5% | i | ?
CCC(=O)N1N=C(c2ccc(C)o2)CC1c1ccc(Br)cc1 (stereo unspecified) | 10.5% | -2.5% | -11.7 | 15.8% | 1.8% | -7.2% | 3.6% | i | 0.0%
O=c1[nH][nH]cc1C=Nc1cc(Cl)ccc1O | -0.6% | -4.7% | -1.2 | nt | ? | -27.4% | 12.6µM* | i | -8.2%
CC(C)(C)OC(=O)C[C@@H]1C/C=C\C[C@H](CC(=O)N(CCO)Cc2ccccc2)C(=O)N2CCC[C@@H]2COC1=O | -5.6% | -1.8% | -5.4 | 3.7% | -6.2% | 1.6% | -0.7% | i | -1.4%

(further entries)
Every second line gives: A549 viability, MCF10A rereplic, IL1B secr inh, ATXN2 expr inh, Nrf2 block, HepG2 viability, Nrf2 activator, S2 tox, TGFb inhibitor
CCC(C(=O)NC1CCCC1)N(Cc1ccccc1Cl)C(=O)c1snc(C(N)=O)c1N (stereo unspecified)
    3.1%, 4.6%, -0.8, -24.7%, -6.0%, -2.8%, -0.3%, i, 0.0%
CCn1cc(C(=O)O)c(=O)c2cc(F)c(N3CCN(C(=S)NC(=O)c4ccc(OC)cc4)CC3)cc21
    -0.7%, -3.0%, 12.7, nt, 9.6%, -10.9%, -0.9%, i, -0.1%
CCCCN(CCCC)S(=O)(=O)c1ccc(SCC(=O)OCC)c([N+](=O)[O-])c1
    -13.6%, 26.6%, 22.6, 1.6%, ?, -2.7%, -0.1%, i, -4.1%
CC(C)C(C(=O)C=[N+]=[N-])N1C(=O)c2ccccc2C1=O (stereo unspecified)
    -1.9%, -6.8%, -3.6, 7.1%, 15.0%, -1.8%, 0.3%, i, -3.2%
Cc1ccc(C(c2c(C)n(C)n(-c3ccccc3)c2=O)c2c(C)n(C)n(-c3ccccc3)c2=O)s1
    4.1%, 2.0%, 25.0, ?, 1.8%, -4.4%, 0.0%, i, 6.1%
O=C(COc1ccc(Cl)cc1Br)Nc1ccncc1
    -12.1%, -2.1%, ?, 20.7%, -20.3%, 9.5%, 0.4%, i, ?
Cc1ccc(-c2cc(C(=O)N3CCN(C(=O)c4ccco4)CC3)[nH]n2)c(C)c1
    -1.0%, 10.7%, -2.2, -19.8%, ?, 8.3%, -0.6%, ?, -28.3%
Cc1ccc(NC(=O)C(=O)NCC(c2cccnc2)N2CCN(Cc3ccccc3)CC2)cc1C (stereo unspecified)
    4.3%, nt, nt, -10.9%, ?, -30.4%, 4.9%, i, 9.0%
Cc1noc(NS(=O)(=O)c2ccc(N3CC(O)=C(c4ccccc4)C3=N)cc2)c1C
    -1.9%, -7.0%, 9.5, 0.0%, -14.2%, -3.2%, 0.3%, i, 2.3%
